# Hsp90 Hop PPI: qHTS Assay for Disrupters of an Hsp90 Co-Chaperone Interaction. Potency, µM (highest dose often 57 µM), without a hit: at the top dose activity change, negative = inhibition. hit rate 0.44% among 71,000. AlphaScreen TPR2A-His6 binding biotin-Hsp90 C-terminal peptide. Hsp90 C-terminal peptide / TPR2A (Hop) interaction, human; active = well fitted curve in either direction with a large enough effect; inconclusive = small, poorly fitted or top-dose-only effect, or another doubt; also: potency is read from the fitted curve at half-maximal effect; % is scaled to controls: 0 for no effect and ±100 for the full control effect; many of its hits are not listed in these tables
# HBB splice mod: qHTS Assay for Modulators of Hemoglobin Beta Chain Splicing; HBB splicing reporter cell assay, activation; EGFP reporter with mutant IVS2-654 intron; response scale: normalised to 500 nM splice-correcting PNA; Potency, µM (highest dose often 46.1 µM), for the others: at the highest dose activation, hits mostly activators; hit rate 0.06% among 65,000; also: potency is read from the fitted curve at half-maximal effect; 0% is about no effect
#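 Compounds were applied for 2 days to HeLa EGFP-654 cells, 500/well in Optimem with 2% FCS. The reporter's EGFP is disrupted by mis-splicing of beta-globin intron IVS2-654. Readout: summed well GFP fluorescence from 488 nm laser scanning; reference was 500 nM antisense […] 654 PNA.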
# 15-hLO inh: qHTS Assay for Inhibitors of 15-hLO (15-human lipoxygenase). hit rate 1.4% among 74,000. purified 15hLO-1, xylenol orange hydroperoxide absorbance. Polyunsaturated fatty acid lipoxygenase ALOX15 (Homo sapiens), P16050. Potency, µM (series often up to 57.1 µM), inactives show top-dose activity change, negative = inhibition, most hits filed as inhibitors. AID 887, 2007; also: potency is read from the fitted curve at half-maximal effect; % is scaled to controls: 0 for no effect and ±100 for the full control effect; nearly all actives have a fitted effect of over 55% in size
# Target sequence (P16050 whole entry, looked up): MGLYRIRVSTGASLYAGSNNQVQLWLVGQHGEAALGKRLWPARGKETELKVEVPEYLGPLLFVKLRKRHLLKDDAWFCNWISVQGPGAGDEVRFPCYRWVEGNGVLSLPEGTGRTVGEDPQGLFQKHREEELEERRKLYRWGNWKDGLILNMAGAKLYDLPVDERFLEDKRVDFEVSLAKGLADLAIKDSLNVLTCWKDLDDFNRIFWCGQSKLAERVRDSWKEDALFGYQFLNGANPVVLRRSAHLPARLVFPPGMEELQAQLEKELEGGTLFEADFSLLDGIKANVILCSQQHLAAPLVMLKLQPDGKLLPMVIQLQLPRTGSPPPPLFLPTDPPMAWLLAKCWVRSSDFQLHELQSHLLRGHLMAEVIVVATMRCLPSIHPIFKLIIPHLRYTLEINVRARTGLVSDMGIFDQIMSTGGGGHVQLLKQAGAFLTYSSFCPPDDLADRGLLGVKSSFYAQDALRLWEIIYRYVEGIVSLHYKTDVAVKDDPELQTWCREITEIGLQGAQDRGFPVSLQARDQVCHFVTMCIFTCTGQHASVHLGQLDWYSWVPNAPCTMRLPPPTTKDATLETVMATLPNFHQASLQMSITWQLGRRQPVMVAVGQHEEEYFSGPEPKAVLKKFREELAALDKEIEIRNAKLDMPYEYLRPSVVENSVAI
#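 Quantitative HTS in 25 mM Hepes pH 7.5 containing 0.01% Triton X-100: human 15hLO-1 at 40 nM, arachidonic acid at 50 uM, 6 min turnover. Product quantified via ferrous oxidation/xylenol orange, 573:405 nm absorbance ratio.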
# TexasRed autofl: qHTS Assay for Spectroscopic Profiling in Texas Red Spectral Region; Compound fluorescence, Texas Red channel, 547/618 nm; hits give high values; max dye-equivalent concentration, M; hit rate 0.06% among 59,000; in the data active = max dye-equivalent concentration above about 10 nM; inconclusive = between about 1.1 nM and that limit
#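 qHTS profiling of intrinsic compound fluorescence; 100 mM Tris pH 8.0; 15 min RT; ex 547 / em 618 nm; response expressed as Texas Red dye-equivalent concentration from six-point plate standard.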
# Epigenetic mod: qHTS Assay for Epigenetic Modulators. mouse C127i GFP locus derepression, cytometry, 30 h. Potency, µM (titrated, usually from 46.1 µM), inactives show at the top dose GFP derepression (activation). hit rate 0.09% among 68,000; also: % of control where 0% means no effect
#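 Murine C127i mammary cells carrying a silenced, stably integrated CMV-driven GFP reporter were treated with compound for 30 hours at 37 C. After PBS washes, GFP-positive cells were counted by laser-scanning microplate cytometry.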
# UbGFP stabilizer: Ubiquitin-GFP Assay | Ubiquitin-GFP reporter cells, proteasome inhibition, GFP fluorescence; response scale: untreated = 0%, 10 µM MG-132 = 100% | Potency, µM (highest dose often 45.9 µM), for the others: top-dose activation (GFP accumulation), actives largely listed as activators | 67,000 tested, under 10 active; active = well fitted activation curve with a large enough effect, not every such curve was filed as active; inconclusive = small, poorly fitted or top-dose-only effect, or another doubt; inactive = no such curve, though single readings can be large or run the other way; also: potency is read from the fitted curve at half-maximal effect
#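 GFP accumulation read-out: laser plate cytometry counting ubiquitin(G76V)-GFP-expressing U2OS cells after 4 hr compound exposure at 37 °C. Titrations spanned 46 uM to 2.9 nM; 0% = basal, 100% = 10 uM MG-132; concentration-response curves fitted.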
# HADH2 inhib: qHTS Assay for Inhibitors of HADH2 (Hydroxyacyl-Coenzyme A Dehydrogenase, Type II); Potency, µM (highest dose often 57.1 µM), for the others: at the highest dose activity change, negative = inhibition, usual class: inhibitors; hit rate 3.4% among 73,000; AID 886, 2007; recombinant HADH2, NADH fluorescence, beta-hydroxybutyryl-CoA; also: potency is read from the fitted curve at half-maximal effect; % is scaled to controls: 0 for no effect and ±100 for the full control effect; nearly all actives have a fitted effect of over 60% in size; many of its hits are not listed in these tables
# Target sequence (Q99714 whole entry, looked up, one chain of several): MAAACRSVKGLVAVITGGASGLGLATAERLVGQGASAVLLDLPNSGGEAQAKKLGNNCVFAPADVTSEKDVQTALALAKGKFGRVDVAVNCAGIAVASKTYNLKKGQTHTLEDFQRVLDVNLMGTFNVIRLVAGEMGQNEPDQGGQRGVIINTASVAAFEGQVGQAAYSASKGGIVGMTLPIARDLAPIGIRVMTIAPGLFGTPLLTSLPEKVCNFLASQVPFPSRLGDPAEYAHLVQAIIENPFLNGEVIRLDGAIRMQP
#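 Buffer 100 mM Tris-HCl pH 9.0/0.01% Tween-20; HADH2 20 nM; NAD+ 1 mM; beta-hydroxybutyryl-CoA 90 uM (all final). 15 min cpd preincubation, RT.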
# Pol III holo inh: qHTS Assay for Inhibitors of DNA Polymerase III Holoenzyme System; reconstituted DNA polymerase III holoenzyme replication, biochemical; Potency, µM (top dose mostly 57.1 µM), inactives show at the highest dose activity change, negative = inhibition; hit rate 0.25% among 71,000; AID 603, 2007; also: potency is read from the fitted curve at half-maximal effect; % is scaled to controls: 0 for no effect and ±100 for the full control effect
#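 Reconstituted *E. coli* holoenzyme (0.35 nM Pol III, 1 nM beta, 154 nM SSB, 2 nM primase) was preincubated with compound for 15 min at RT. Synthesis on 1.4 nM ssM13Gori ran 35 min, then was stopped with PicoGreen/EDTA and read as dsDNA fluorescence.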
# 4-MU autofl: qHTS Assay for Spectroscopic Profiling in 4-MU Spectral Region | compound autofluorescence, 340/450 nm, 4-MU equivalents; hits give high values | max dye-equivalent concentration, M | hit rate 11% among 59,000; in the data active = max dye-equivalent concentration above about 10 nM; inconclusive = mostly about 1.1 nM to 9.6 nM
#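 Compounds in 100 mM Tris, pH 8.0, incubated 15 min at room temperature, then fluorescence read at 340 nm excitation/450 nm emission. Signal converted to 4-MU dye-equivalent concentration using an on-plate six-point 4-MU standard curve.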
# Rhodamine autofl: qHTS Assay for Spectroscopic Profiling in Rhodamine Spectral Region; Rhodamine-region fluorescence, 547/598 nm, Tris buffer; hits give high values; max dye-equivalent concentration, M; hit rate 0.05% among 59,000; AID 594, 2007; in the data active = max dye-equivalent concentration above about 11 nM; inconclusive = between about 1.1 nM and that limit
#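 Steps: pin-transfer compounds into pH 8.0 Tris (100 mM), hold 15 min at room temperature, image with a 547/598 nm filter pair, and convert intensities to rhodamine-equivalent concentration using a six-point on-plate rhodamine series.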
# Fluorescein autfl: qHTS Assay for Spectroscopic Profiling in Fluorescein Spectral Region | Compound autofluorescence, 480/540 nm, fluorescein-equivalent; hits give high values | max fluorescein-equivalent concentration, M | hit rate 0.91% among 59,000; in the data active = max fluorescein-equivalent concentration above about 10 nM; inconclusive = between about 1.1 nM and that limit
#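 Normalized response (dye-equivalent concentration) derives from comparing each well's 540 nm emission, under 480 nm excitation, with plate-resident fluorescein standards. Compounds were held in 100 mM Tris, pH 8.0, for 15 min at room temperature.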
# Numbers without * were called inactive; i = inactive; ? = inconclusive; · = no result given; [ ] = dose if it differs, or a comment. Unless noted, calls follow the shape of the dose curve; as a rule, active = well fitted curve in the direction sought with a large enough effect; inconclusive = small, poorly fitted or top-dose-only effect, or another doubt; inactive = no such curve, though single readings can be large; an effect the other way counts as inactive or inconclusive.
SMILES,Hsp90 Hop PPI,HBB splice mod,15-hLO inh,TexasRed autofl,Epigenetic mod,UbGFP stabilizer,HADH2 inhib,Pol III holo inh,4-MU autofl,Rhodamine autofl,Fluorescein autfl
O=C(NC1=NCCS1)C1Cc2ccccc2CN1C(=O)c1ccccc1 (stereo unspecified),-2%,-0.3%[57.5 µM],18%,?,-2%,-3%,8%,-3%,i,i,i
CCCOc1ccc(Cc2nn3c(=O)/c(=C/c4ccco4)sc3nc2=O)cc1,-2%,5.5%,-18%,i,2%,-17%,?,-15%,i,i,?
Cc1ccc(Nc2cc(-n3nc(C)cc3C)ncn2)cc1,-4%[11 µM],-2.2%[0.0738 µM],24%[11.4 µM],·,4%,5%[9.17 µM],10%[11.4 µM],-10%[11.4 µM],·,·,·
COc1ccccc1CNC(=O)CCCn1c(=O)c2ccccc2n(CC(=O)NC2CCCC2)c1=O,-2%,5.0%,6%,i,0%,5%,16%,-3%,i,i,i
O=S(=O)(Nc1ccc(F)cc1)N1CCCCCC1,0%,0.8%,8%,i,4%,-7%,7%,3%,i,i,?
CCN(CC)C(=O)c1sc2nc(-c3cccs3)cc(-c3cccs3)c2c1N,·,·,·,i,0%[20.6 µM],·,·,·,5.4e-08M*,i,i
CCCCOC(=O)c1ccc(NC(=O)c2ocnc2C)cc1,1%,5.8%[1.84 µM],-5%,?,-4%,4%,3%,-4%,i,i,i
O=C(Nc1ccc2oc(-c3ccncc3)nc2c1)c1cccs1,-5%,8.9%,-18%,i,0%,-3%,?,-26%,3.5e-08M*,i,?
COc1ccccc1N1CCN(C(=O)c2oc3ccccc3c2C)CC1,-2%,0.1%[57.5 µM],-2%,i,4%,1%,5%,2%,i,i,?
COC(=O)c1cccc(NC(=O)CN(c2ccc3c(c2)OCO3)S(C)(=O)=O)c1C,-6%,1.4%,11%,i,2%,-5%,5%,-4%,i,i,i
CC12CN3CC(=O)N4CC5(C)CN(CC(C)(C4)C5=O)C(=O)CN(C1)CC(C)(C3)C2=O,·,·,·,i,2%[20.6 µM],·,·,·,i,i,i
CC(=O)NCCNc1ccnc(-c2ccccc2C(F)(F)F)n1,-14%,2.8%,-20%,i,-3%[9.22 µM],4%,13%,-5%,3.2e-08M*,i,i

# Overlap with the part before: 2 entries, followed by the next part.
SMILES,Hsp90 Hop PPI,HBB splice mod,15-hLO inh,TexasRed autofl,Epigenetic mod,UbGFP stabilizer,HADH2 inhib,Pol III holo inh,4-MU autofl,Rhodamine autofl,Fluorescein autfl
CC12CN3CC(=O)N4CC5(C)CN(CC(C)(C4)C5=O)C(=O)CN(C1)CC(C)(C3)C2=O,·,·,·,i,2%[20.6 µM],·,·,·,i,i,i
CC(=O)NCCNc1ccnc(-c2ccccc2C(F)(F)F)n1,-14%,2.8%,-20%,i,-3%[9.22 µM],4%,13%,-5%,3.2e-08M*,i,i
O=P(CO)(Cc1ccccc1)Cc1ccccc1,-1%,-4.3%,1%,·,3%,-11%,11%,4%,·,·,·
Cc1ccc(NC(=O)N2CCC(C(=O)NCc3ccc(F)cc3)CC2)cc1,-1%,-2.3%,-2%,i,0%,-1%,7%,-12%,i,i,?
[O-][N+](CCO)(CCO)c1ncnc2nc[nH]c12,3%[11 µM],3.3%[9.22 µM],11%[11.4 µM],i,7%[9.22 µM],12%[9.17 µM],4%[11.4 µM],-2%[11.4 µM],i,i,i
C=CCn1c(SCC(=O)c2cc(C)n(CC3CCCO3)c2C)nnc1-c1ccccc1 (stereo unspecified),-5%,0.4%[57.5 µM],4%,?,-1%,12%,16%,-8%,i,i,i
COc1ccc(OC)c(NC(=O)CCC(=O)Nc2nnc(C(F)(F)F)s2)c1,0%,-3.1%[57.5 µM],3%,i,2%,-3%,4%,-8%,i,i,i
COC(=O)CCC(=O)Nc1sc2c(c1C#N)CCCC2,2%,·,-12%,i,-1%,1%,-21%,0%,i,i,i
O=C(Nc1ccc(F)cc1F)c1cc2ncc(Br)cn2n1,-4%,-0.1%,-5%,i,0%,8%,-1%,-9%,?,i,?
O=C(c1cc2nc(C3CC3)cc(C(F)F)n2n1)N1CCOCC1,-5%,-0.2%,-3%,i,-3%,-3%,?,-6%,?,i,?
CCNC(=O)c1sc(-c2ccccc2)nc1C,1%,-3.6%,2%,i,-1%,-6%,4%,-4%,i,i,i
COc1ccc(CN2CC(C(=O)NCCCOC(C)C)CC2=O)cc1 (stereo unspecified),-2%,3.1%[0.369 µM],6%,i,3%,-3%,6%,-6%,i,i,i
O=C1N/C(=N/c2ccccn2)SC1Cc1ccccc1 (stereo unspecified),2%,-1.2%[9.22 µM],4%,·,0%,21%,-6%,-2%,·,·,·
CCOC(=O)C(Sc1ncn[nH]1)c1ccccc1 (stereo unspecified),-3%,-3.3%,4%,·,-4%,-6%,-29%,-2%,·,·,·
CCOC(=O)c1cnc(-n2nc(C)cc2C)nc1NC(C)c1ccccc1 (stereo unspecified),-1%,-1.1%[57.5 µM],95%[activator],i,6%,3%,-29%,-10%,i,i,?
CC(CNC(=O)c1cncc(O)c1)NC(=O)c1cncc(O)c1 (stereo unspecified),-2%,·,-12%,i,-1%,-1%,-25%,-2%,i,i,i
CCCSC1=C(C#N)C(c2ccc(Cl)cc2Cl)CC(=O)N1 (stereo unspecified),-1%[11 µM],-2.5%[0.0738 µM],?,·,0%,-3%[9.17 µM],?,-11%[11.4 µM],·,·,·
CCCCC(c1nnnn1CC1CCCO1)N1CCN(c2cccc(C)c2C)CC1 (stereo unspecified),7%,-0.4%[57.5 µM],-6%,?,6%,-2%,2%,-3%,?,i,i
CCc1cc2c(=O)n(Cc3ccco3)c(SCc3c(C)noc3C)nc2s1,?,-3.3%,?,i,0%,-5%,-4%,-5%,i,i,i
Cc1nn(CC(=O)N(C)C)c(=O)c2ccccc12,1%,·,5%,i,3%,2%,-4%,-3%,i,i,i
Cn1c(=O)c(-c2cccs2)nc2cnc(Oc3ccccc3)nc21,?,1.4%,-11%,i,0%[9.22 µM],-1%,7%,-9%,3.2e-08M*,i,i
CCCCn1c(C(C)O)nc2ccccc21 (stereo unspecified),-2%,-0.2%,1%,i,-3%,-5%,6%,-5%,i,i,i
COc1cc(NC(=O)c2ccccc2Cl)c(OC)cc1NC(=O)CN1CCOCC1,-5%,-1.5%,2%,?,0%,3%,-6%,0%,i,i,?
COc1ccc(CN2CCC(=O)NC2=O)cc1,·,·,·,i,2%[20.6 µM],·,·,·,i,i,i
Cn1c2c(c(=O)n(C)c1=O)C(c1cc3c(cc1Br)OCO3)CC(=O)N2 (stereo unspecified),-3%,0.9%,10%,·,-3%,7%,-4%,3%,·,·,·
CCOC(=O)C1C(=O)Nc2nc(C)nn2C1c1ccccc1 (stereo unspecified),1%,1.9%[57.5 µM],1%,?,2%,-2%,9%,-5%,i,i,i
Cc1cccc(C2N(c3ccc(F)cc3)C(=O)C3CCCN32)c1 (stereo unspecified),0%,1.2%,2%,·,-3%,6%,2%,0%,·,·,·
CCOC(=O)C1CCN(S(=O)(=O)c2ccc(NC(=O)OC)cc2)CC1,0%,-0.6%,-2%,i,0%,1%,2%,0%,i,i,i
COc1ccc(OC)c(-n2nnnc2SCC(=O)Nc2ccc(C(=O)N3CCCCC3)cc2)c1,-10%,·,-25%,i,0%,-4%,-12%,1%,i,i,i
COc1ccc(Cn2c(C)ccc2C)cc1,-5%[11 µM],-2.3%[0.0738 µM],?,·,0%,-8%[9.17 µM],-1%[11.4 µM],-1%[11.4 µM],·,·,·
CN(c1ccccc1)S(=O)(=O)c1cccc(C(=O)N2CCN(c3ccccn3)CC2)c1,-2%,0.0%[57.5 µM],3%,i,2%,-1%,6%,-3%,i,i,i
CCCCOC(=O)c1cccc(NC(=O)CC)c1,0%,-2.2%,7%,i,2%,7%,8%,-2%,i,i,i
COCCCNC(=O)C1CCN(c2ncccn2)CC1,-1%,-0.9%,-2%,i,2%,-3%,-3%,-4%,i,i,i
Cn1c(SCC(=O)c2cc3ccccc3o2)nnc1-c1ccccc1,0%,0.6%,-3%,·,·,-4%,-29%,-6%,·,·,·
CCn1c(COc2cccc(OC)c2)nnc1SCC(=O)N1CCOCC1,-1%,0.2%[57.5 µM],8%,i,3%,1%,9%,-4%,i,i,i
O=C(CSc1nnc(CNC(=O)c2ccccc2F)o1)c1ccc(Cl)cc1,-2%,-0.6%,-7%,i,-2%,3%,?,2%,?,i,i

# Bioassay records deposited in PubChem by National Center for Advancing Translational Sciences (NCATS).

# Not all compounds are listed; rates above refer to the full screens.
